# CF NFkB inh = blocks PAF-induced NF-kB reporter in cystic fibrosis cells; KKLEB NF-kB-GFP reporter, GFP fluorescence overnight; inhibition, % at 5 µM; 360,000 tested, 0.86% active;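 active means at least 50% inhibition at 5 µM, scaled per plate between neutral and stimulator controls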;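 further: PAF is a Pseudomonas aeruginosa culture filtrate used as stimulus; plate controls were PAF-stimulated DMSO wells for no effect and unstimulated DMSO wells for full effect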
# KKLEB tox = counter-screen for CF NF-kB inhibitors: cytotoxicity | activity change (cytotoxicity), % at 5 µM | 360,000 tested, 0.36% active | KKLEB CF airway cells viability, ATPlite luminescence, overnight; active compounds read low; cells stimulated with P. aeruginosa culture filtrate;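 active means corrected activity change at or below -50% at 5 µM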
# NCOA2 inhibitor = human SRC2 (NCOA2) inhibition; Q15596; HEK293 GAL4-SRC2 luciferase reporter, luminescence; inhibition, % at 9 µM; 370,000 tested, 0.17% active; AID 651957;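 active means inhibition above the mean inhibition of all tested compounds plus 3 SD, set per campaign, cut at about 52% in these data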;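 further: 0% = DMSO treated cells and 100% = cells given Gossypol at 36 µM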
# NR2F2 inh = blocks human COUP-TFII nuclear receptor; P24468; HEK293T NGFI-A luciferase reporter, luminescence; inhibition, % at 8.6 µM; 370,000 tested, 0.7% active;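 active means inhibition above a per-plate cutoff, mean inhibition of test wells between control levels plus 3 SD, cut at about 38% in these data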;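 further: cells cotransfected with COUP-TFII expression vector driving the NGFI-A reporter; 0% = median of COUP-TF2 test wells and 100% = reporter-only cells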
# TWEAK-Fn14 inh = blocks TWEAK-Fn14 interaction in a reporter cell assay | inhibition, % at 10 µM | 360,000 tested, 2% active | TWEAK-stimulated Fn14 reporter cells, luciferase luminescence, 8 h; in the data active means inhibition above about 50%
# NCOA1 inh = inhibits human SRC1 coactivator; 360,000 tested, 0.12% active; HEK293 GAL4-SRC1 luciferase reporter, luminescence; Q15788; AID 588354; inhibition, % at 3.6 µM;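 active means inhibition above the campaign mean plus 3 SD, with each screening campaign given its own cutoff, cut at about 60% in these data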;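 further: 0% = DMSO treated cells and 100% = gossypol at 36 µM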
# Target sequence (Q15788 whole entry, looked up, the tested form may be a part): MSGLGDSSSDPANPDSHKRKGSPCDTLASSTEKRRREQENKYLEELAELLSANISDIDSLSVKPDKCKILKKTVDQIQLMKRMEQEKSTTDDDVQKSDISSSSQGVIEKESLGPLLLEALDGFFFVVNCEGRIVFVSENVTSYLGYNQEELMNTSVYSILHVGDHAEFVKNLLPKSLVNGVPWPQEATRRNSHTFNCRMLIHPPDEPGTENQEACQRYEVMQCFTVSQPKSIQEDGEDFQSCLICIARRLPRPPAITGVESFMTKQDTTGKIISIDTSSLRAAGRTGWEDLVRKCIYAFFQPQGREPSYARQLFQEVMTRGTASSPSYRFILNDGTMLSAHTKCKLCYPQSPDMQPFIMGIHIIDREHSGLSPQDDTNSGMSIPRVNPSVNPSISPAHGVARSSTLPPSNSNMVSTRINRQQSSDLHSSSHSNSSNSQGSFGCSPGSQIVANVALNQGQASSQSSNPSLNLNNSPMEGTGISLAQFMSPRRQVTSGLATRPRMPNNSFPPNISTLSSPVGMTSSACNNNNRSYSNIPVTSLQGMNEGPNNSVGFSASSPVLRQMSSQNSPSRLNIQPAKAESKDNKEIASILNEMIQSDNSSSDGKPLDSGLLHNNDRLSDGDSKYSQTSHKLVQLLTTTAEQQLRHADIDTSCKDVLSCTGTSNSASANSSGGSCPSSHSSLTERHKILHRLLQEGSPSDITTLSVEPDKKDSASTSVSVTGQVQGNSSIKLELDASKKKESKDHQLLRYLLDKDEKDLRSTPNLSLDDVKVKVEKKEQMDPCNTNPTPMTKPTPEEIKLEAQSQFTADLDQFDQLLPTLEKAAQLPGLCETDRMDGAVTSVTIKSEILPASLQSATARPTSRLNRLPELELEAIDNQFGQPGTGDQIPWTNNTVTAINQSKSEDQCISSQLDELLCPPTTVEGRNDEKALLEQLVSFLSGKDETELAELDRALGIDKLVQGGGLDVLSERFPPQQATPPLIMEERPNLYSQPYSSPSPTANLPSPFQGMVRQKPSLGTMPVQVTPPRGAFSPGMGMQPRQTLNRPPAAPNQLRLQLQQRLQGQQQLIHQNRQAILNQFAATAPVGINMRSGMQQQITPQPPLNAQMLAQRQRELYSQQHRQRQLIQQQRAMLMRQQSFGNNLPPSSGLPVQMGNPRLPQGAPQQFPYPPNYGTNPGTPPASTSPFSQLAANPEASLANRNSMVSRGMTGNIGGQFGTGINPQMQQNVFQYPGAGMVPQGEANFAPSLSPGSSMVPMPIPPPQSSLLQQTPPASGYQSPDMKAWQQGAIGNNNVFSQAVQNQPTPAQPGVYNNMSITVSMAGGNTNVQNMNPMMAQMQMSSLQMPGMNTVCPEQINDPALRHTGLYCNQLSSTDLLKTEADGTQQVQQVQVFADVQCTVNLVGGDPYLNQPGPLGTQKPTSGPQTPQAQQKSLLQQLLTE
# EBV LMP1 NFkB = reduces LMP1-driven NF-kappaB luciferase signal. LMP1-induced NF-kappaB luciferase reporter cells, luminescence. inhibition, % at 12.5 µM. 350,000 tested, 0.69% active; in the data active means inhibition above about 41%;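 further: 0% = neutral control wells and 100% = reference inhibitor control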
# TROY signal inh = blocks TROY-dependent signaling in reporter cells | Q293 LMP1-TROYcd NF-kB luciferase reporter, 4 h | inhibition, % at 10 µM | 360,000 tested, 0.98% active | AID 1347056;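 active means compounds whose plate-normalised and pattern-corrected inhibition of the luciferase reporter signal at the single screening dose is 50% or more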
# LRH-1 inv ag = suppresses constitutive activity of human LRH-1; O00482; HEK293T StAR-luciferase reporter, LRH-1 transfected, 24 h; inhibition, % at 3.6 µM; 360,000 tested, 0.13% active;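 active means inhibition above the mean inhibition of all tested compounds plus 3 SD, cut at about 73% in these data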;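 further: 0% = DMSO wells and 100% = reporter-only cells lacking LRH-1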
# TRAIL sens C8 = caspase-8 TRAIL sensitization. NB7+C8 cells + TRAIL, ATPlite viability luminescence. AID 624354. inhibition (viability loss, TRAIL sensitization), % at 10 µM. 360,000 tested, 1% active;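 active means compounds causing at least 50% loss of cell viability in the single-dose screen, relative to plate controls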
# SRC3 inh = inhibitors of human steroid receptor coactivator 3 (SRC3); Q9Y6Q9; HEK293 GAL4-SRC3 luciferase reporter, luminescence; inhibition, % at 3.6 µM; 360,000 tested, 0.17% active; AID 588352;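 active means inhibition above a per-campaign cutoff, the mean of all compounds plus 3 SD, cut at about 60% in these data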;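 further: 0% = DMSO-treated cells and 100% = gossypol-treated cells at 36 µM; higher means less SRC3-driven luciferase light from the GAL4 reporter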
# Numbers without * were called inactive; x = no result given.
no.	SMILES	CF NFkB inh	KKLEB tox	NCOA2 inhibitor	NR2F2 inh	TWEAK-Fn14 inh	NCOA1 inh
1	COc1ccc(N(C(=O)/C=C/c2ccc(OC)c(OC)c2)C2=CC3CCC(C2)N3C)cc1 (stereo unspecified)	2	8	-50	-11	-8	5
2	CCOC(=O)C1=C(C)N(CC(C)C)C(=O)C1	2	4	-2	15	17	-8
3	Cn1c(=O)[nH]c(=O)c2c1nc(N1CCCCC1)n2CCSc1nc2ccccc2o1	13	15	9	4	-2	9
4	S=c1[nH]nc(-c2ccccn2)n1/N=C/c1cccc2ccccc12	-15	-1	28	19	13	-12
5	CC(C)c1ccc(C(=O)Nc2cccnc2)cc1	14	-1	-3	-24	4	-78
6	COc1ccc(C2=CSC3=NCCN23)cc1	-19	10	-49	9	12	-21
7	CC1Oc2cc3oc4c(O)c(O)ccc4c(=O)c3c(O)c2C1(C)C (stereo unspecified)	-15	-6	x	x	11	-51
8	CCCc1ccc(NC(=O)C2CCCN(c3cnccn3)C2)cc1 (stereo unspecified)	3	3	4	-7	-19	3
9	O=C(NCc1cccc(C(F)(F)F)c1)C1CC(c2ccccc2C(F)(F)F)=NO1 (stereo unspecified)	14	-17	0	5	-1	-7
10	CCOc1ccc(Cl)cc1S(=O)(=O)NCc1cccnc1	9	-2	-22	16	6	-9
11	COc1ccc(/C=C2\SC(=S)N(CC(=O)OCC(=O)Nc3ccc(C)cc3Cl)C2=O)cc1	-4	1	-8	0	46	19
12	CCOC(=O)c1ccc(NC(=O)c2nn(C)cc2Br)cc1	-6	2	-79	-31	-31	-71

no.	EBV LMP1 NFkB	TROY signal inh	LRH-1 inv ag	TRAIL sens C8	SRC3 inh
1	3	-7	22	7	14
2	5	-4	9	-3	3
3	1	9	20	4	-2
4	-7	6	16	-3	23
5	-14	-47	-118	49*	-114
6	2	-23	24	27	-16
7	-11	37	-37	53*	-6
8	-5	-33	-13	14	-6
9	-10	8	-8	8	-1
10	-1	-8	2	3	10
11	-8	-38	10	31	7
12	-31	-45	-97	5	-28

# (listing goes on)
no.	SMILES	CF NFkB inh	KKLEB tox	NCOA2 inhibitor	NR2F2 inh	TWEAK-Fn14 inh	NCOA1 inh
13	COc1ccc(C(NC(=O)CN2C(=O)NC3(CCc4ccccc43)C2=O)c2ccc(OC)cc2)cc1 (stereo unspecified)	17	-14	11	16	1	-30
14	O=C(Nc1nc(=O)n(C(=O)c2cccc(C(F)(F)F)c2)s1)c1ccccc1	3	13	14	-13	20	-6
15	Cc1ccc(CN(Cc2cc3cccc(C)c3[nH]c2=O)C(=S)NCCCN(C)C)cc1	14	-8	-35	2	-15	-8
16	COc1cccc(OCc2nnc(SCC(=O)NCc3ccco3)n2CCc2ccccc2)c1	4	2	3	19	6	1
17	Cc1ccc(NC(=O)C2COc3ccccc3O2)cc1C (stereo unspecified)	-3	0	x	x	-21	-71
18	CCC(=O)Nc1cc(C(=O)OC(C(=O)c2ccc(C)c(C)c2)c2ccccc2)ccc1C (stereo unspecified)	8	-2	-29	6	18	6
19	CC/C(=N\n1nnnc1Nc1ccccc1)c1ccccc1	-7	-2	-24	11	-3	2
20	O=C(CN1CCN(c2ccccc2)CC1)c1c[nH]c2ccccc12	0	16	1	-5	0	-6
21	COc1ccc(NC(=O)CNC(=O)Cc2ccccc2)cc1	16	0	-4	-13	-3	-6
22	CCCCCCn1cc(CN2CC(N(C)C)CS2(=O)=O)nn1 (stereo unspecified)	x	x	-9	-25	14	x
23	CSc1ncnc2c1ncn2CCCNCc1cccc2ccccc12	25	-20	13	-8	-15	-19
24	CN(C(=O)CCS(=O)(=O)c1cc2c(cc1Cl)NC(=O)CO2)C1CCCCC1	-6	3	-14	5	-6	6

no.	EBV LMP1 NFkB	TROY signal inh	LRH-1 inv ag	TRAIL sens C8	SRC3 inh
13	2	1	-9	1	-21
14	-10	-2	22	0	16
15	-18	-4	0	1	6
16	-7	-9	-19	-8	-8
17	-31	-48	-93	-10	-73
18	17	3	10	11	-6
19	-5	-4	4	-6	-7
20	3	-5	-3	2	8
21	-8	12	-8	8	-14
22	x	9	-21	-3	x
23	1	1	-24	-19	-19
24	-4	12	1	1	5

# Single values from the entries so far.
# NCOA2 inhibitor result of CCCCCCn1cc(CN2CC(N(C)C)CS2(=O)=O)nn1 (stereo unspecified) is entered as -9
# EBV LMP1 NFkB result of COc1ccc(C2=CSC3=NCCN23)cc1 is entered as 2

# (next part)
no.	SMILES	CF NFkB inh	KKLEB tox	NCOA2 inhibitor	NR2F2 inh	TWEAK-Fn14 inh	NCOA1 inh
25	O=C(O)C(=Cc1ccc([N+](=O)[O-])cc1)c1cccc(Cl)c1	-15	7	-6	-2	-14	-2
26	COc1cccc(NC(=O)Cc2nnc(SCC(=O)c3ccccc3)n2C)c1	21	-14	-17	-12	3	-6
27	CC(=O)Nc1cccc(C(=O)OCC(=O)NC(C)c2ccc(F)cc2)c1 (stereo unspecified)	11	-10	3	5	11	-2
28	CCN(CC(=O)Nc1ccccc1C(F)(F)F)C(=O)Cc1sc(C)nc1-c1ccc(F)cc1	14	-4	-4	0	-9	5
29	COc1ccc(NC(=O)CCN2CCN(S(=O)(=O)c3ccc(C(C)C)cc3)CC2)cc1	4	7	-18	4	2	8
30	Nc1nnnn1CC(=O)N/N=C/c1cccs1	-14	9	0	-3	-5	-10
31	Cc1nc(C(=O)NC2CCOCC2)sc1C1(C)CC(c2cccc([N+](=O)[O-])c2)=NO1 (stereo unspecified)	-4	2	2	0	-8	1
32	CC(C)(C)c1ccc2c(c1)OCC(C(=O)O)O2 (stereo unspecified)	3	6	-16	-17	0	-10
33	COc1ccc(-c2nc3ccccc3c(=O)o2)cc1OC	6	-8	-14	3	2	-29
34	CCCCn1c(N)c(-c2nc3ccccc3s2)c2c([N+](=O)[O-])nn(C)c(=O)c21	49	-33	-9	-22	-22	5
35	Cc1cccc(C(=O)OCC(=O)N2CCC(c3ccccc3)=N2)c1O	28	-4	6	-9	-15	-7
36	Cc1cc(C)c(C#N)c(Sc2ccc(N)cc2)n1	-20	11	-6	5	19	-7

no.	EBV LMP1 NFkB	TROY signal inh	LRH-1 inv ag	TRAIL sens C8	SRC3 inh
25	5	-13	-15	-2	-5
26	0	1	9	1	15
27	-5	-4	-3	-15	-6
28	-7	-21	1	-4	4
29	-3	5	-17	-2	-38
30	-2	-17	-5	2	-4
31	2	20	38	-16	-1
32	-14	-14	4	-1	5
33	3	-5	-6	7	2
34	-9	3	-12	29	23
35	-3	-4	3	4	10
36	-17	3	2	-15	5

# One compound at a time, as listed above.
# CC(=O)Nc1cccc(C(=O)OCC(=O)NC(C)c2ccc(F)cc2)c1 (stereo unspecified) as listed: CF NFkB inh: 11; KKLEB tox: -10; NCOA2 inhibitor: 3; NR2F2 inh: 5; TWEAK-Fn14 inh: 11; NCOA1 inh: -2; EBV LMP1 NFkB: -5; TROY signal inh: -4; LRH-1 inv ag: -3; TRAIL sens C8: -15; SRC3 inh: -6
# CCCCn1c(N)c(-c2nc3ccccc3s2)c2c([N+](=O)[O-])nn(C)c(=O)c21 as listed: CF NFkB inh: 49; KKLEB tox: -33; NCOA2 inhibitor: -9; NR2F2 inh: -22; TWEAK-Fn14 inh: -22; NCOA1 inh: 5; EBV LMP1 NFkB: -9; TROY signal inh: 3; LRH-1 inv ag: -12; TRAIL sens C8: 29; SRC3 inh: 23
# COc1ccc(NC(=O)CCN2CCN(S(=O)(=O)c3ccc(C(C)C)cc3)CC2)cc1 as listed: CF NFkB inh: 4; KKLEB tox: 7; NCOA2 inhibitor: -18; NR2F2 inh: 4; TWEAK-Fn14 inh: 2; NCOA1 inh: 8; EBV LMP1 NFkB: -3; TROY signal inh: 5; LRH-1 inv ag: -17; TRAIL sens C8: -2; SRC3 inh: -38

# (cont.)
no.	SMILES	CF NFkB inh	KKLEB tox	NCOA2 inhibitor	NR2F2 inh	TWEAK-Fn14 inh	NCOA1 inh
37	COc1ccc(C(=O)NC(=S)NCc2cccnc2)cc1Cl	9	-4	6	-11	7	-4
38	COC(=O)[C@]1(Cc2ccccc2)N[C@H](CN(C)C(=O)Nc2ccc(OC)cc2)[C@@H]2C(=O)N(Cc3ccccc3)C(=O)[C@@H]21	-13	5	8	-6	28	-2
39	CN(Cc1cnn(C)c1)C(=O)c1cc2ccccc2oc1=O	11	-18	10	14	10	-4
40	COc1ccccc1Nc1nc(-c2sc(NC(=O)c3ccccc3)nc2C)cs1	36	-8	-6	-16	47	-20
41	CCn1c(SC)nnc1-c1sc2cc(Cl)ccc2c1Cl	-4	8	11	-9	17	3
42	O=S(=O)(c1ccc2c(c1)OCCO2)N1C[C@@H]2C[C@H]1CN2S(=O)(=O)c1c(F)cccc1F	-30	6	-4	10	-4	-18
43	Cc1cc(N2CCOCC2)nc2ccc(NC(=O)CCC(=O)N3CCCC(C)C3)cc12 (stereo unspecified)	-2	5	-20	-34	-13	-42
44	COC(=O)C1=C(C)N(Cc2ccccc2)C(=NCc2ccccc2)N[C@H]1c1ccccc1	-16	-17	-13	1	-2	-2
45	COc1ccc(C2=NN(C(=O)CSc3ncccn3)C(c3cccc(OC)c3OC)C2)cc1 (stereo unspecified)	-10	6	8	-3	-8	-2
46	CCCC(=O)Nc1ccc(C(=O)Nc2cccc(OC)c2)cc1	0	-3	-24	-26	5	-21
47	CC1CCCN(C(=O)NC(=O)c2ccc(Cl)cc2)C1 (stereo unspecified)	6	4	-31	5	18	6
48	COc1ccc(Br)c(C(=O)Nc2cccc(S(=O)(=O)N3CCOCC3)c2)c1	1	17	-15	21	-11	-6

no.	EBV LMP1 NFkB	TROY signal inh	LRH-1 inv ag	TRAIL sens C8	SRC3 inh
37	-8	-17	22	3	-2
38	4	-10	-7	-13	-17
39	-1	15	6	-12	-9
40	-4	-17	-37	-21	-7
41	-7	x	24	4	9
42	-6	-7	1	-19	0
43	1	-5	-75	7	-66
44	7	-6	-1	14	0
45	-11	14	12	-5	8
46	-3	-1	-56	3	-34
47	3	5	-7	4	-2
48	-1	-10	-15	-4	-1

# (next part)
no.	SMILES	CF NFkB inh	KKLEB tox	NCOA2 inhibitor	NR2F2 inh	TWEAK-Fn14 inh	NCOA1 inh
49	O=C(N/C(=C\c1ccccc1)C(=O)N1CCOCC1)c1cccc(Br)c1	-26	-4	-10	5	-15	-2
50	Cc1ccc2nc(NC(=O)C3CCCN(S(=O)(=O)c4cnc[nH]4)C3)sc2c1 (stereo unspecified)	12	2	-74	-41	-13	-59
51	COc1ccc(NS(=O)(=O)c2cc(S(C)(=O)=O)ccc2C)cc1	3	0	19	-1	-22	-5
52	Cc1ccc(C)c(NC(NC(=O)c2cccnc2)C(Cl)(Cl)Cl)c1 (stereo unspecified)	-11	9	3	5	3	9
53	CCN1C(=O)/C(=C/C=C2/SCCN2C)SC1=S	-13	8	-67	-49	68*	-73
54	Cc1ccnc(NC(=O)c2ccc3c(c2)NC(=O)C(C)S3)c1 (stereo unspecified)	14	-15	0	-20	67*	-101
55	CCO[C@H]1OC(C(=O)N2CCCCCCC2)=C[C@@H](c2ccccc2)[C@@H]1CCCO	-11	3	-12	-1	-17	11

no.	EBV LMP1 NFkB	TROY signal inh	LRH-1 inv ag	TRAIL sens C8	SRC3 inh
49	26	11	-14	4	5
50	15	19	-79	11	-55
51	-9	-4	4	-2	-2
52	-7	1	5	-4	8
53	9	29	-112	5	-56
54	13	44	-132	48	-80
55	-14	-8	1	15	-1

# High-throughput results from PubChem BioAssay.
